PGK inhibitor = qHTS Assay to Find Inhibitors of Phosphoglycerate Kinase | Phosphoglycerate kinase, glycosomal (Trypanosoma brucei brucei), P07378 | PGK/GAPDH coupled, Kinase-Glo luminescence, 60 min | Potency, µM (highest dose often 57.5 µM), for inactives: at the highest dose activity change, negative = inhibition, actives largely listed as inhibitors | 0.043% of 380,000 active | AID 602233, 2012; also: % is scaled to controls: 0 for no effect and ±100 for the full control effect; nearly all actives have a fitted effect of over 60% in size
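Recombinant glycosomal PGK reaction used 1,3-bisphosphoglycerate generated in-well by GAPDH (100nM final) in 100mM TEA pH 7.6, 5mM MgCl2, 0.01% Tween-20. After 60 minutes at room temperature, ATP was read by Kinase-Glo Plus luminescence end-point.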
BLM helicase inh = qHTS Assay for Inhibitors of Bloom's syndrome helicase (BLM); recombinant BLM DNA unwinding, fluorescence dequenching; Potency, µM (top dose mostly 56.1 µM), without a hit: top-dose activity change, negative = inhibition, usual class: inhibitors; AID 2528, 2010; 0.2% of 350,000 active;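 also: plate controls were vehicle for no effect and no enzyme for full effect; nearly all actives have a fitted effect of over 35% in size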
Target sequence (P54132 whole entry, looked up): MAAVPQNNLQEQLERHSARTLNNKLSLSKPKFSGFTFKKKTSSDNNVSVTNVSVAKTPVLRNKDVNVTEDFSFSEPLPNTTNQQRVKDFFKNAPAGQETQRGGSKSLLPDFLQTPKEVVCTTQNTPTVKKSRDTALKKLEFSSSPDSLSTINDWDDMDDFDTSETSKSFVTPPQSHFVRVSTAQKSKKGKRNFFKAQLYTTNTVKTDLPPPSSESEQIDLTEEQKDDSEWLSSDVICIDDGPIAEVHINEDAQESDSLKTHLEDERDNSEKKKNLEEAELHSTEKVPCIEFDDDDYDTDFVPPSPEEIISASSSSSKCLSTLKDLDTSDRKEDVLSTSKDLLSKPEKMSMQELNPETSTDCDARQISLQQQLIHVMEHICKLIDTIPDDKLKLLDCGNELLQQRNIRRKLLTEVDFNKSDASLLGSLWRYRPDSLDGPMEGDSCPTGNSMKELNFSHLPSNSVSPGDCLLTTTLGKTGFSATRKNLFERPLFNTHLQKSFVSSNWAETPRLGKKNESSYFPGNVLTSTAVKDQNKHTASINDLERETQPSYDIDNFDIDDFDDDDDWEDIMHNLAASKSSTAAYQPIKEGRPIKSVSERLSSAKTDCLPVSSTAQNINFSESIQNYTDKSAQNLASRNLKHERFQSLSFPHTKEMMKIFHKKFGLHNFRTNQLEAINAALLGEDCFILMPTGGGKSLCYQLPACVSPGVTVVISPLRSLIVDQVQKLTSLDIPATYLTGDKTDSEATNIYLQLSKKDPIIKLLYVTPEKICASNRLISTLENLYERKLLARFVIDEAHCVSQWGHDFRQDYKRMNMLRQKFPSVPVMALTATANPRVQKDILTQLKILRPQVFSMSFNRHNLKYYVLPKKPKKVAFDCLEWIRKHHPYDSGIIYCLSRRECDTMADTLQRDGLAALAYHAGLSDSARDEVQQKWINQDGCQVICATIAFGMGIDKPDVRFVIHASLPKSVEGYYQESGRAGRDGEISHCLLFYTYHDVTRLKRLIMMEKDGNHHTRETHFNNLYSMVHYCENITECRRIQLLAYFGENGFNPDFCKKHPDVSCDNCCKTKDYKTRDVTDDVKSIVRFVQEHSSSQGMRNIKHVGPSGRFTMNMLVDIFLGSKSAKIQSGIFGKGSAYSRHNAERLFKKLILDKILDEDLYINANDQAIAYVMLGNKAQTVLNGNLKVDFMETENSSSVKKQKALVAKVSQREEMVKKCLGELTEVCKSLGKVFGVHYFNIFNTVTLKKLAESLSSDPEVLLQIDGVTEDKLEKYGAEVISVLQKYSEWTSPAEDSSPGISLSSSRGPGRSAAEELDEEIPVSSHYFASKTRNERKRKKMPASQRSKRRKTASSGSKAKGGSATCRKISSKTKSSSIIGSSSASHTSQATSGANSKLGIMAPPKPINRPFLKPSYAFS
G9a inh = qHTS Assay for Inhibitors of Histone Lysine Methyltransferase G9a | 8.8% of 350,000 active | G9a H3K9 monomethylation, AlphaScreen, 2 h | Potency, µM (series often up to 102 µM), inactives show at the highest dose activity, negative = inhibition, most hits filed as inhibitors | Histone-lysine N-methyltransferase EHMT2 (Homo sapiens), Q96KQ7; also: % is scaled to controls: 0 for no effect and ±100 for the full control effect; nearly all actives have a fitted effect of over 75% in size
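Signal arises when biotinylated H3K9 peptide, once monomethylated, bridges streptavidin donor and antibody-captured acceptor beads. Enzyme at 20 nM was preincubated 15 min with test compounds; peptide 500 nM and SAM 20 uM then reacted for 2 h.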
BAZ2B inh = qHTS Assay for Inhibitors of BAZ2B | AlphaScreen BAZ2B-H3K14Ac peptide displacement | Potency, µM (series often up to 114 µM), for inactives: at the top dose activity change, negative = inhibition, actives largely listed as inhibitors | 4.4% of 360,000 active; also: % is scaled to controls: 0 for no effect and ±100 for the full control effect; nearly all actives have a fitted effect of over 60% in size
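AlphaScreen displacement: compounds (up to 110uM) incubated 30 min at room temperature with a preformed 50 nM BAZ2B/50 nM biotinylated H3K14Ac peptide complex in PBS pH 7.4 with Tween-20. Donor and acceptor beads at 10 ug/mL final added, 20 min light-protected before reading.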
GLS inhibitor = qHTS for Inhibitors of Glutaminase (GLS) | Glutaminase kidney isoform, mitochondrial (Homo sapiens), O94925 | GLS enzymatic activity, qHTS titration | Potency, µM (highest dose often 45.5 µM), without a hit: top-dose activity change, negative = inhibition, actives largely listed as inhibitors | 0.21% of 410,000 active; also: % is scaled to controls: 0 for no effect and ±100 for the full control effect
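Coupled fluorescence readout: glutamate oxidase/HRP/Amplex Red detect glutamate formed by hKGA from L-glutamine (1 mM solution added). Buffer 45 mM KH2PO4 pH 8.2, 0.02% Tween-20; reads at t0 and 30 min RT.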
Pin1 inhibitor = qHTS Assay to Find Inhibitors of Pin1. Peptidyl-prolyl cis-trans isomerase NIMA-interacting 1 (Homo sapiens), Q13526. Potency, µM (titrated, usually from 115 µM), inactives show top-dose activity, negative = inhibition, hits mostly inhibitors. 0.009% of 390,000 active. Pin1 FP peptide displacement, HiFluor488, 10 min; active = well fitted inhibition curve with a large enough effect in the polarisation, with a control signal flat, not every such curve was filed as active; inconclusive = small, poorly fitted or top-dose-only effect, or effect the other way, or a change in a side signal; inactive = no such curve, though single readings can be large or run the other way; the % refers to the polarisation; also: % is scaled to controls: 0 for no effect and ±100 for the full control effect
JMJD2A Tudor inh = qHTS Assay for Inhibitors of JMJD2A-Tudor Domain. Potency, µM (top dose mostly 114 µM), for inactives: at the top dose activity change, negative = inhibition, most hits filed as inhibitors. 4.4% of 390,000 active. Lysine-specific demethylase 4A (Homo sapiens), O75164. AlphaScreen JMJD2A-Tudor / H3K4me3 peptide binding; also: % is scaled to controls: 0 for no effect and ±100 for the full control effect; nearly all actives have a fitted effect of over 50% in size
POLI inh = qHTS for Inhibitors of Polymerase Iota | Potency, µM (highest dose often 115 µM), without a hit: at the top dose activity, negative = inhibition, hits mostly inhibitors | DNA polymerase iota (Homo sapiens), Q9UNA4 | AID 588590, 2011 | Pol iota fluorescent replication assay, 10 min | 1% of 390,000 active
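Fluorescent replication assay read twice, at 0 min and 10 min after adding 50 nM (final) substrate. Enzyme (10 nM) and compounds were first incubated 15 min at room temperature; enzyme-free buffer wells were negative controls.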
HP1b binding inh = HTS for Inhibitors of HP1-beta Chromodomain Interactions with Methylated Histone Tails; Chromobox protein homolog 1 (Homo sapiens), P83916; AlphaScreen HP1-beta / biotin-H3K9me3 peptide binding; Potency, µM (top dose mostly 114 µM), inactives show top-dose activity change, negative = inhibition, actives largely listed as inhibitors; 0.56% of 390,000 active; AID 540317, 2011; also: nearly all actives have a fitted effect of over 70% in size; inactives centre near 23
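Compound inhibition of the preformed complex between 50 nM HP1-beta and 50 nM biotinylated H3K9me3 peptide was read by AlphaScreen. Buffer was PBS pH 7.4 with 0.01% Tween-20. Incubations ran 30 min at room temperature, with 10 ug/mL donor/acceptor beads.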
Active calls of the source: *; i = inactive; ? = inconclusive; . = not tested or not shown; & = joins results of further samples; [ ] = dose if it differs, or a comment. Unless noted, calls follow the shape of the dose curve; as a rule, active = well fitted curve in the direction sought with a large enough effect; inconclusive = small, poorly fitted or top-dose-only effect, or another doubt; inactive = no such curve, though single readings can be large; an effect the other way counts as inactive or inconclusive. Potency is read from the fitted curve at half-maximal effect.

Molecule | PGK inhibitor | BLM helicase inh | G9a inh | BAZ2B inh | GLS inhibitor | Pin1 inhibitor | JMJD2A Tudor inh | POLI inh | HP1b binding inh
O=C(Oc1ccccc1)c1cccc(COC(=O)c2cnccn2)c1 | -9% | -4% | -24%[12.7 µM] | 1% | -1% | 2% | -8% | -29% | 40%[activator]
Cc1cc(C)c(N=Cc2c(O)[nH]c(=O)[nH]c2=O)c(C)c1 | 9% | -1% | 6% | 5% | 0% | 1% | -5% | 42%[activator] | 51%[activator]
CC1CCN(C(=O)COC(=O)c2cn(C)c3ccccc23)CC1 | 1% | . | -7%[12.7 µM] | 2% | 0% | 0% | -13% | 2% | 38%
O=[N+]([O-])c1ccc(CNCCc2ccccc2)cc1 | -4% | -2% | 7.9µM* | 50µM* | -2% | -4% | 20µM* | -12% | ?
O=C(CNC1CCCCC1)N1CCC2(CC1)OCCO2 | -4% | -2% | 35µM* | ? | -11% | -12% | 3.2µM* | 32%[activator] | ?
COc1ccccc1-n1c(-c2ccco2)n[nH]c1=S | -7% | -4% | 22µM* | -1% | 1% | -11% | 22µM* | 17% | 28%
N#CCCn1cc(C=C2C(=O)NC(=O)NC2=O)c(-c2ccccc2)n1 | -10% | -3% | ? | 4% | 12% | -3% | 2% | ? | 59%[activator]
CCC1(c2ccccc2)C(=O)NC(=O)NC1=O | i | 3% | 8%[59 µM] | . | 1%&1% | -4% | -17% | 7% | 19%
CN1CCc2nc3sc(C(=O)NC4CC4)c(N)c3cc2C1 | 7% | -28% | 8.9µM* | ? | 4% | -11% | ? | 55%[activator] | 17%
O=C/C=C/c1ccccc1 | -6% | 0% | 22%[59 µM] | . | -1%&-12% | 3% | -17% | 9% | 28%
Nc1ccccc1C(=O)OCC(=O)N1CCc2ccccc21 | 7% | -3% | 11%[59 µM] | 3% | 7% | -2% | -11% | 68%[activator] | 38%
CCN1CCN(C(=O)Cc2ccccc2OC)CC1 | -7% | -5% | -4% | -25% | -15% | -6% | -8% | 7% | 34%
CC1CCN(c2cc(Br)c([N+](=O)[O-])cc2F)CC1 | -1% | -4% | -15%[12.7 µM] | -33% | -7% | 1% | -32% | -24% | 10%
Cc1cc(C(=O)N=Nc2c(O)n(C)c3ccccc23)c(C)o1 | -1% | -9% | 17%[59 µM] | 4% | -7% | 1% | -16% | 11% | 38%
Nn1c(Cc2cccc3ccccc23)n[nH]c1=S | -6% | 3% | 3.5µM* | -34% | 2% | 3% | 10µM* | 7% | ?
CCN(C(=O)COC(=O)c1cc(C)n(C2CC2)c1C)c1ccccc1 | -2% | . | 23%[2.33 µM] | ? | 0% | -1% | -29% | 9% | 1%
COc1cc(Br)cc(CN2CCN(C)CC2)c1O | -4% | 2% | ? | ? | 43%[activator] | 5% | -16% | ? | 20%
CC12CN3CC(C)(CN(C1)C3c1cccs1)C2O (stereo not drawn) | -5% | -4% | 15%[59 µM] | 4% | 3% | 5% | -15% | 15% | 10%
CCOc1ccc(N2C(=O)NC(=O)/C(=C\c3ccc(N4CCOCC4)cc3C)C2=O)cc1 | -1% | -1% | -14%[12.7 µM] | ? | -16% | 16% | -10% | ? | 62%[activator]
O=C1NC(=O)N(c2ccc3c(c2)OCO3)C(=O)/C1=C/c1ccc(N2CCCCC2)o1 | -19% | -1% | 50µM* | -36% | 5% | ? | -3% | ? | 25%
COC(=O)C1=C(c2cccc(OCc3ccccc3)c2)C[C@@H]2CC[C@H]1N2C(=O)NCc1ccc(Br)cc1 | -1% | . | -6%[0.501 µM] | 3% | 0% | 6% | -30% | ? | 5%
ClCCN(CCCl)c1ccc(-n2cnc3c(Cl)ncnc32)cc1 | 2% | . | . | . | -6% | -3% | -24% | 12% | 39%
Cc1c(CC(=O)N2C[C@H]3C[C@@H](C2)c2cccc(=O)n2C3)c(=O)oc2c(C)c(O)ccc12 | i | 0% | 8%[12.7 µM] | -1% | 12% | 0% | -18% | -5% | 42%[activator]
Cc1cccc(Oc2nc3c(C)cccn3c(=O)c2/C=C(\C#N)c2nc3ccccc3s2)c1 | 6% | -5% | -29%[59 µM] | 8%[57.1 µM] | -10% | ? | -9% | -10% | 20%
O=C(c1cc(-c2ccc(Cl)cc2)n(-c2ccc(Cl)cc2Cl)n1)N1CCOCC1 | -10% | -7% | -17%[59 µM] | -25% | 2% | -1% | -30% | -3% | -6%
Fc1ccc(CCNCc2ccc(Br)cc2)cc1 | i | 1% | -16%[59 µM] | -7% | -1% | -8% | -6% | 12% | 45%[activator]
CCC(=NCC1CCCO1)c1c(O)n(-c2ccc(OC)cc2)c(=O)[nH]c1=O (stereo not drawn) | -3% | -3% | -1% | 2% | 8% | -4% | -8% | -9% | 25%
CC1(C)C2CC=C(CN3CCC(O)CC3)C1C2 (stereo not drawn) | i | -1% | ? | ? | 1% | -1% | 3.5µM* | 0% | -21%
CO[C@H]1[C@@H](O)[C@@H](C)O[C@H](O[C@H]2[C@H](Oc3cccc4c(O)c5c(=O)oc6ccc(C)c7c(=O)oc(c34)c5c67)O[C@H](C)[C@H](O)[C@@H]2O)[C@@H]1O | . | 27% | . | . | . | 3% | -8% | 20µM* | 58%[activator]
Cc1cccc(NC(=O)CN2CCN(C(=O)COc3cccc(Br)c3)CC2)c1C | -8% | . | 26%[2.33 µM] | 6% | -6% | -9% | -21% | 10% | 21%
CCc1ccc(N2C(=O)NC(=O)C(CCc3ccncc3)(CCc3ccncc3)C2=O)cc1 | -8% | 1% | ? | 2% | 2% | 0% | 2% | 12% | 26%
CN(C)C(=O)Oc1cc(OC(=O)N(C)C)cc(C(O)CNC(C)(C)C)c1 (stereo not drawn) | i | 3% | -3%&-1%[59 µM] | -3%&10% | -2%&-7% | -9%&1% | -4%&-4% | 17%&-7% | 58%&45%[activator]
COc1ccc(CCN(C)Cc2ccc(F)cc2F)cc1OC | . | 2% | 10µM* | ? | 9% | 0% | 4µM* | 19% | ?
CCOP1(=O)C=C(Sc2ccc([N+](=O)[O-])cc2[N+](=O)[O-])C(C)(C)O1 (stereo not drawn) | 0% | . | . | . | -8% | -2% | -14% | ? | 42%[activator]
CN1C(=O)C(=Cc2c(OCc3cnc(Cl)s3)ccc3ccccc23)C(=O)N(C)C1=O | 1% | 1% | ? | ? | -3% | 1% | -2% | ? | 40%[activator]
O=C(COc1ccccc1[N+](=O)[O-])N1CCN(CCc2ccncc2)CC1 | -8% | -1% | -30%[59 µM] | -29% | -3% | 3% | -16% | -14% | 38%

3 compounds already listed, sorted by molecular weight, lowest first.
Molecule | PGK inhibitor | BLM helicase inh | G9a inh | BAZ2B inh | GLS inhibitor | Pin1 inhibitor | JMJD2A Tudor inh | POLI inh | HP1b binding inh
CC1(C)C2CC=C(CN3CCC(O)CC3)C1C2 (stereo not drawn) | i | -1% | ? | ? | 1% | -1% | 3.5µM* | 0% | -21%
COc1ccc(CCN(C)Cc2ccc(F)cc2F)cc1OC | . | 2% | 10µM* | ? | 9% | 0% | 4µM* | 19% | ?
CCc1ccc(N2C(=O)NC(=O)C(CCc3ccncc3)(CCc3ccncc3)C2=O)cc1 | -8% | 1% | ? | 2% | 2% | 0% | 2% | 12% | 26%

(cont.)
Molecule | PGK inhibitor | BLM helicase inh | G9a inh | BAZ2B inh | GLS inhibitor | Pin1 inhibitor | JMJD2A Tudor inh | POLI inh | HP1b binding inh
COc1ccc2ccccc2c1CNCCc1ccccc1 | 4% | -11% | . | 8% | 10% | 3% | -14% | -15% | 31%
N#Cc1ccc(Cn2cc(C(=O)c3ccco3)c3ccccc32)cc1 | 4% | -6% | 6%[59 µM] | -23% | ? | ? | -22% | 8% | 37%
CC(C)c1ccc(C2N3CCCN23)cc1 (stereo not drawn) | 5% | -13% | -6% | 0% | 0% | -8% | 3% | 3% | 31%
C=CC[C@@H](CC(=O)N(CCO)Cc1ccccc1)C(=O)NC[C@@H](OC(=O)[C@@H](CC=C)CC(=O)OC(C)(C)C)c1ccccc1 | -6% | . | . | . | 0% | 1% | -24% | 2% | 26%
Cc1ccc(-c2cn3c(=S)[nH]nc3s2)cc1 | i | 2% | 1µM* | 79µM* | -22% | 0% | 0.71µM* | 9% | 71µM*
CCCCn1c(O)c(C(C)=Nc2ccc(OCC)cc2)c(=O)[nH]c1=O | -3% | -6% | ? | -25% | -6% | 24% | -21% | -5% | 15%
C/C=C/c1ccc2c(c1)OCO2 | -8% | 3%&5% | -16%[0.501 µM] | 7% | 6% | 0% | -19% | 28%&6% | 31%
CC(C)c1ccc(NC(=O)CN2C(=O)CN=C(c3ccccc3)c3ccccc32)cc1 | -7% | 1% | 5%[59 µM] | . | 5% | -2% | -18% | 18% | 10%
CC(=O)O[C@@]12CO[C@@H]1C[C@H](O)[C@@]1(C)C(=O)[C@H](O)C3=C(C)[C@@H](O)C[C@@](O)([C@@H](OC(=O)c4ccccc4)C12)C3(C)C (stereo partly drawn) | 0% | 1% | . | -1% | -1% | 1% | -18% | 3% | 10%
Cc1cccc(-n2c(C)nc3cc(C(=O)N4CCC5(CC4)OCCO5)ccc32)c1 | -9% | -5% | -28% | 1% | -2% | ? | -6% | 7% | 14%
COC(=O)C1=C(c2cc3ccccc3o2)C[C@@H]2CC[C@H]1N2C(=O)N1CCC(C)CC1 | 2% | . | . | . | -8% | -5% | -9% | -14% | 33%
CC(=O)c1ccc(OC(NC(=O)c2ccco2)C(Cl)(Cl)Cl)cc1 (stereo not drawn) | 4% | 4% | -9% | -30% | -1% | 0% | -7% | -1% | 43%[activator]
C/C(=N\NC(=O)c1ccccc1O)c1c(O)n(C2CCCCC2)c(=O)[nH]c1=O | 0% | -5% | 2% | 2% | 14% | -5% | -2% | 2% | 38%

Some of the compounds tested; count on the stated rates, not on these rows.
